Tn7 DDE FP = inhibitors of Tn7 peptide binding to human fibrin DD(E); P02675; FP displacement of FITC-Tn7 peptide from fibrin DD(E); 0% = median of compound wells per plate; inhibition, % at 8.3 µM; 0.13% of 370,000 active; AID 720508;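 active = inhibition above the mean of compounds falling within the control limits plus 3 SD of them, cut at about 14% in these data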;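 also: 0% = plate median of compound wells and 100% = 10 µM Aha-Tn7 peptide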
Target sequence (P02675 whole entry, looked up): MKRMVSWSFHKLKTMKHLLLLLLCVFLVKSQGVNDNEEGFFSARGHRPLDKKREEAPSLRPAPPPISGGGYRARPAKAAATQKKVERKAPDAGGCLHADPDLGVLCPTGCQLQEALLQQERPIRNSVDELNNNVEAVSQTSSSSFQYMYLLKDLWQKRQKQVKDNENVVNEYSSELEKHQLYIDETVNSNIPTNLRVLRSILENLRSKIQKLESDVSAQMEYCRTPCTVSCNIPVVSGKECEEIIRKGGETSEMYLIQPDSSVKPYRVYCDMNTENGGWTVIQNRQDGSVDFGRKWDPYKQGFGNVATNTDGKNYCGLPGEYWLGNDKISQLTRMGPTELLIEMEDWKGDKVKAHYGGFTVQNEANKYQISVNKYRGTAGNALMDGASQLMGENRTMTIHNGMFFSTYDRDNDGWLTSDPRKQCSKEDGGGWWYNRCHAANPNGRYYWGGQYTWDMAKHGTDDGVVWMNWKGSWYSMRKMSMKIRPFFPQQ
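Also added: labelled Tn7 tracer, 0.1 µM; Assay system: human fibrin DD(E) protein; Amount: 2 µM fibrin DD(E); Schedule: 10 min compound pre-incubation, 3 h probe incubation at room temperature; Repeats: one replicate per compound; Read-out basis: percent inhibition; Measured by: fluorescence polarization of the labelled Tn7 tracer.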
LEDGF integ inh = blocks HIV-1 LEDGF/p75-dependent DNA integration | 0.64% of 370,000 active | TR-FRET IN-LEDGF/p75 DNA integration, Eu/Cy5 | inhibition, % at 3.7 µM;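 active = inhibition above the screen-wide mean plus 3 SD, cut at about 13% in these data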;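 also: signal is the Cy5 over europium emission ratio at 671 and 618 nm; 0% = plate median of compound wells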
MBD2 DNA inh = blocks human MBD2 binding to methylated DNA; Q9UBB5; TR-FRET, MBD2 binding to methylated oligonucleotide; inhibition, % at 4.4 µM; 0.31% of 370,000 active; AID 686964; in the data active = inhibition above about 13%
TCR CD3 inh = human TCR-CD3 binding inhibition. TAMRA-labeled TCR probe fluorescence, biochemical. inhibition, % at 9.4 µM. 0.37% of 360,000 active; in the data active = inhibition above about 19%;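 also: recombinant mutant TCR 2C K166C tagged with TAMRA read by polarization; 0% = receptor in buffer alone and 100% = receptor with positive control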
DDE Tn6 FP inh = inhibitors of Tn6 peptide binding to human fibrin DD(E) | P02675 | 0.21% of 370,000 active | AID 720509 | inhibition, % at 8.3 µM | Fibrin DD(E) TRITC-Tn6 fluorescence polarization displacement;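 active = inhibition above a per-campaign cutoff: mean of compounds within control limits plus 3 SD, cut at about 15% in these data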;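 also: 0% = median of all compound wells on the plate and 100% = blocking peptide control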
KLK7 zymogen act = proKLK7 (human) activation, primary screen | AID 652039 | purified proKLK7, EDANS-DABCYL substrate fluorescence; 100% is mature enzyme control, 0% vehicle | activation, % at 7 µM | P49862 | 0.9% of 370,000 active;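 active = activation above the mean of all tested compounds plus 3 SD, computed per campaign excluding outliers beyond control limits, cut at about 13% in these data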
Target sequence (P49862 whole entry, looked up): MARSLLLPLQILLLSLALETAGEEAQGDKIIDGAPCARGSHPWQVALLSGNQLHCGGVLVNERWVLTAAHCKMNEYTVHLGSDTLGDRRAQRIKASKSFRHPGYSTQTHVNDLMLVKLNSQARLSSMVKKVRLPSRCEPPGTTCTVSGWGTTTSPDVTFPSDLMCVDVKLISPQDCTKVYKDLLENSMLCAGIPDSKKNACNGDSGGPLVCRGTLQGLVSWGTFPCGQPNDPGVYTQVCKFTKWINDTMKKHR
PRMT1 FP inh = blocks human protein arginine methyltransferase 1; Q99873; recombinant PRMT1, activity-based probe fluorescence polarization; inhibition, % at 2.79 µM; 1.3% of 370,000 active;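 active = inhibition above about 21% made by adding two undisclosed values, limit read from the data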
SIAE inh = human SIAE inhibition, primary screen | Q9HAT2 | SIAE FP-Rh probe binding, fluorescence polarization | inhibition, % at 9.66 µM | 0.69% of 370,000 active | AID 1053197;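 active = inhibition above a cutoff: mean of compounds within the control limits plus 3 SD of those, cut at about 17% in these data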;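 also: 0% = plate median of compound wells and 100% = probe without SIAE protein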
UHRF1 MBD2 ctr = human UHRF1 methylated DNA binding inhibitors. Q96T88. UHRF1 binding to methylated oligo, TR-FRET. inhibition, % at 4.4 µM. 0.75% of 370,000 active. AID 687016; in the data active = inhibition above about 21%;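 also: UHRF1 SRA domain binding a hemimethylated CpG hairpin DNA probe; 0% = median of test compound wells and 100% = reference inhibitor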
TDP2 absorb = blocks human TDP2 phosphodiesterase activity; O95551; recombinant TDP2, T5PNP hydrolysis, p-nitrophenol absorbance 415 nm; inhibition, % at 12.8 µM; 0.34% of 370,000 active; AID 720702;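 active = inhibition above the mean of all tested compounds plus 3 SD, set per campaign, cut at about 25% in these data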;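 also: 0% = DMSO with enzyme and 100% = buffer with substrate but no TDP2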
Target sequence (O95551 whole entry, looked up): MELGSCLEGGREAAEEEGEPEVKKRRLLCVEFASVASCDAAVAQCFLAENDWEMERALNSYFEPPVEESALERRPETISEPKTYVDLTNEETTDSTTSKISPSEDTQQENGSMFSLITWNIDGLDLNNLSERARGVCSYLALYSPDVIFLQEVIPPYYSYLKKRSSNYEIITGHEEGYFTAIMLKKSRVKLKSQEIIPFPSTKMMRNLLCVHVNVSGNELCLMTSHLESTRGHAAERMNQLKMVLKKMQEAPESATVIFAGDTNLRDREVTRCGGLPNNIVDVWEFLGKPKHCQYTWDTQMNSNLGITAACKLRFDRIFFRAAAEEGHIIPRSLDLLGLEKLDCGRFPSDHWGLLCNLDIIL
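Incubation: 2 h at 37 °C; Test system: recombinant human TDP2; Quantity: enzyme 120 nM; Read-out basis: percent inhibition; Medium: 50 mM Tris-HCl pH 7.5 with Mg2+, KCl, DTT, BSA; Repeats: single replicate; Compound: 12.8 µM single point, 1% DMSO; Signal: epi absorbance; Reagent: 5 mM T5PNP chromogenic substrate; Benchmarks: no-enzyme high, DMSO-plus-enzyme low.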
Numbers without * were called inactive; · = no result given.

Tn7 DDE FP	LEDGF integ inh	MBD2 DNA inh	mol	TCR CD3 inh	DDE Tn6 FP inh	KLK7 zymogen act	PRMT1 FP inh	SIAE inh	UHRF1 MBD2 ctr	TDP2 absorb
-4	3	-5	Cc1ccc(OCC(=O)N/N=C/c2cccn2C)cc1C	0	3	0.2	-1	7	-2	5
0	-4	2	CCC1N=C(SC)NC(C)=C1C(=O)c1ccccc1 (centres undefined)	1	1	-0.9	8	1	0	3
4	6	3	CCOC(=O)c1ccccc1NC1c2ccccc2C(=O)N1C1CCN(C(=O)OCC)CC1 (centres undefined)	-3	0	0.6	-2	-4	0	5
-2	-3	2	CCc1c(C(=O)N2CCCN(C)CC2)csc1C	8	-4	-0.4	0	3	-1	3
11	-1	-3	CSCC[C@H](NC(=O)Cc1c(C)c2c(cc(C)c3c(C)c(C)oc32)oc1=O)C(=O)O	5	8	-6.8	5	1	0	7
-5	0	-5	COC(=O)Nc1ccc(S(=O)(=O)Nc2cc(OC)nc(OC)n2)cc1	-3	-1	-0.4	1	-4	0	14
6	-1	0	CCO[C@H]1OC(C(=O)NCc2ccccc2)=C[C@@H](C(C)(C)C)[C@@H]1CCCO	1	3	0.6	1	1	-6	-13
-3	1	-6	COc1ccc(CCC(=O)Nc2ncc(C)s2)cc1OC	-1	0	0.3	-1	-1	0	5
6	5	-10	O=C(CNc1ccccc1)Nc1cccc2ccccc12	-4	-9	-0.5	-2	-6	-8	-3
-4	5	-4	CC(C)Nc1ccc(C(CC(N)=O)NC(=O)Cc2cccc3ccccc23)cc1[N+](=O)[O-] (centres undefined)	-5	5	-0.4	-1	1	2	-4
4	-2	4	Cc1cccc(NC(=S)Nn2cnnc2)c1C	-7	6	0.1	5	-1	0	7
5	-2	3	CCCOc1ccc(/C(O)=C2/C(=O)C(=O)N(CCN(C)C)C2c2ccco2)cc1 (centres undefined)	2	-2	-0.7	0	-1	0	1
9	-1	4	Cc1ccc(S(=O)(=O)NCCCOC(=O)Nc2ccncc2)cc1	0	5	0.4	-4	5	-3	5
-4	2	0	O=C1C(CSCc2ccccc2)NC(=S)N1c1ccccc1 (centres undefined)	-2	3	0.3	27*	100*	11	0
3	4	6	Cc1ccc(CSCC(=O)NCCc2ccccc2)cc1	7	-14	0.1	5	-9	2	-13
2	1	1	CCn1nc(C(=O)NNS(=O)(=O)c2ccc(C)cc2)c2ccccc2c1=O	-3	-1	0.7	-4	6	-1	8
5	-1	-1	CCn1c(CC(=O)Nc2ccccc2)nnc1SCC(=O)Nc1nnc(C)s1	2	3	0.1	1	-5	0	16
8	2	-4	Cc1cccc(N(Cc2cc3ccc(C)cc3[nH]c2=O)S(=O)(=O)c2ccccc2)c1	-2	5	1.2	-1	-9	0	12
1	-2	1	CC(=O)c1ccc(NC(=S)NCC(c2ccco2)N2CCCC2)cc1 (centres undefined)	6	6	0.1	-2	-4	-1	-14
2	-1	-5	COc1ccc(CN2CC(C(=O)NCc3cccc(OC)c3)CC2=O)cc1 (centres undefined)	-7	2	-0.3	-3	6	3	-13
3	2	-6	CC1(C)COC(c2cccn2Cc2ccccc2Cl)=N1	3	4	0.6	-1	-3	0	-7
-4	-1	5	Cn1nc(-c2ccc(Cl)cc2)c2cc(C(=O)NCc3ccco3)sc21	-5	-6	-17	5	-71	0	-8
-2	-4	0	CN(Cc1cnn(-c2ccc(F)cc2)c1)Cc1nc(Cc2ccccc2)no1	2	2	-0.3	0	5	-4	7
-2	4	1	COc1cccc(NC(=S)NCCCN2CCOCC2)c1	0	-3	-0.7	-4	1	1	2
7	-2	-4	Cc1ccc(-c2nnc(N3CCN(C(=O)COc4ccccc4)CC3)c3ccccc23)cc1	4	2	0.3	-1	-1	-2	6

Single values from the entries so far.
MBD2 DNA inh result of `CCOC(=O)c1ccccc1NC1c2ccccc2C(=O)N1C1CCN(C(=O)OCC)CC1` (centres undefined) = 3
KLK7 zymogen act result of `CCn1nc(C(=O)NNS(=O)(=O)c2ccc(C)cc2)c2ccccc2c1=O` = 0.7

Following part:
Tn7 DDE FP	LEDGF integ inh	MBD2 DNA inh	mol	TCR CD3 inh	DDE Tn6 FP inh	KLK7 zymogen act	PRMT1 FP inh	SIAE inh	UHRF1 MBD2 ctr	TDP2 absorb
-2	3	0	CC1(C)NC(=O)NC2(C)NC(=O)NC(C)(C)C12 (centres undefined)	5	-1	0.6	0	-5	1	2
3	-5	-5	CCCCn1c(N)c(N(CC(C)C)C(=O)C2CSC3(C)CCC(=O)N23)c(=O)[nH]c1=O (centres undefined)	-8	3	0.2	3	3	28*	10
7	-5	0	COC(=O)c1ccc(/C=C(\C#N)c2ccccn2)cc1	-4	-6	-0.2	4	-5	13	11
-2	-1	6	COc1ccc(/C=N/NC(=O)c2ccncc2)cc1CN1CCOCC1	-7	-6	-0.7	4	-2	2	-11
-1	-8	-5	COc1ccc(Cn2nnnc2C(C(C)C)N(Cc2ccco2)Cc2cccs2)cc1 (centres undefined)	-7	-2	0.3	-3	-9	-1	-25
3	-1	8	Cc1ccc(S(=O)(=O)Oc2ccc(N3C(=O)C4C5CCC(C5)C4C3=O)cc2)cc1 (centres undefined)	-7	1	-0.1	5	-9	6	1
-9	-1	4	O=C(CSc1ccccc1C(=O)O)NCC1CCCCC1	12	-2	-0.1	0	1	5	5
-6	-1	6	COC(=O)c1c(NC(=O)Cn2nc(C(F)F)cc2C(F)F)sc(C)c1C	4	7	-0.1	4	6	-2	-6
-5	-4	2	O=CN1c2ccccc2CSc2ccccc21	-6	1	-0.7	1	1	16	-2
5	8	-6	C=CCN1C(=O)C(C)(C)N(C(=O)c2cccc([N+](=O)[O-])c2)c2ccccc21	-2	0	0.2	-6	11	0	-13
8	-7	7	NS(=O)(=O)c1ccc(CCNCC(=O)NC2CC2)cc1	-6	6	-0.3	12	-2	5	-7
-3	2	-4	C/C(N)=C(/C#N)C(=O)CSc1nnc(Nc2cccc(C)c2)s1	4	-4	-0.2	1	1	4	-12
9	-1	8	CCN(CC)C(=O)CC[C@@H]1CC[C@]2(CCCN(Cc3ccccc3)C2)O1	·	-8	1.0	3	-3	4	1
-3	0	5	CC(=O)c1c(C)[nH]c(C(=O)Nc2cccc(C)c2C)c1C	2	6	-0.3	3	1	-1	4
-2	6	-3	Cc1c(Cl)c([N+](=O)[O-])nn1CC(=O)NCC1CCCO1 (centres undefined)	1	-6	0.2	-4	-3	-1	-12
11	-1	0	Cc1cc(=O)c(C(=O)O)nn1-c1ccccc1Cl	7	8	0.5	5	2	2	6
-1	-1	-5	CC(C)C[C@H]1COc2ccc(Cl)cc2S(=O)(=O)N1	2	-1	0.3	-2	-1	-3	-1
-13	2	8	Cc1ccc(OCC(=O)Nc2ccc([N+](=O)[O-])cn2)cc1C	3	6	0.1	0	-7	1	-4
-5	-1	3	O=C(NCC1CCCO1)C(=O)NCC(c1ccco1)N1CCN(c2ccccc2F)CC1 (centres undefined)	0	-2	-0.3	0	9	-4	6
-2	-1	-1	O=C1c2ccccc2S(=O)(=O)c2cc(C(=O)N3CCN(c4ncccn4)CC3)ccc21	5	-11	0.3	-1	5	1	-4
5	3	-6	CN(C(=O)Nc1cccc(C(F)(F)F)c1)C1CCCCC1	3	-5	0.2	-3	0	-2	17
-4	0	-2	CCC[C@@H]1CCCO[C@@](C(=O)NCc2ccc(S(C)(=O)=O)cc2)(C(F)(F)F)C1	4	-5	0.7	-1	2	6	7
-2	0	0	COCCNC(=S)N1CCC2CC1c1c(Cl)cccc12 (centres undefined)	5	2	-0.5	-2	17	-3	4
-6	-1	-4	CCn1c(C)[n+](CC)c2ccc(C(=O)N(C)c3ccccc3)cc21	-4	-8	0.0	7	-1	1	-6
1	1	-5	CCN(c1cccc(C)c1)S(=O)(=O)c1c(C)[nH]c(C)c1C(=O)N1CCCCC1	4	-1	-0.2	5	6	1	2
-2	4	14*	O=C(NCC(c1cccs1)N1CCOCC1)c1cn(-c2ccccc2)nc1-c1ccc(Cl)cc1 (centres undefined)	-3	-1	-0.1	-1	-6	-5	2
0	-4	3	CCCC(=O)NC(=S)Nc1ccc(N2CCN(C(=O)c3cccs3)CC2)cc1	-3	0	0.6	2	7	2	-12
2	-3	3	COC(=O)Cc1c(C)nc2nc(-c3ccccc3)[nH]n2c1=O	5	4	0.6	1	-2	2	9
-5	-7	1	CC1=C(C(N)=O)S(=O)(=O)c2ccccc21	-2	-2	0.6	4	5	1	2
-5	0	3	CC(=O)NCCCc1c[nH]c2ccc(Cl)cc12	-3	3	0.5	-2	-6	3	1
3	-1	-2	COc1ccc(OC(C)C(=O)N(C)Cc2nc(-c3ccccc3)no2)cc1 (centres undefined)	10	6	0.0	-3	-2	0	1
-3	4	2	O=C(Nc1ccc(Cl)cc1C(=O)Nc1ccc(Br)cn1)c1ccco1	3	-9	0.6	3	-19	0	-14
-8	-1	-3	COc1ccc(-n2ccnc2SCC(=O)Nc2cc(C)on2)cc1	10	2	0.1	-2	3	-1	7
5	4	0	Cc1cccc(CN2CCN(Cc3cccc(-n4cccn4)c3)CC2CCO)n1 (centres undefined)	-5	1	0.2	2	0	1	-8
2	0	3	Cc1nc(NC(=O)CSc2nnc(Cn3nnc4ccccc43)n2C)sc1C	9	0	-0.8	1	3	1	0
-1	1	4	CCOC(=O)N1CCN(C2=NC3(CCCCC3)C(C#N)C(=O)N2)CC1 (centres undefined)	2	5	-0.1	-1	-3	-1	14
-1	-2	-2	CCN(CC)CCCN(CC(=O)N(C)Cc1ccccc1)C(=O)c1ccc([N+](=O)[O-])cc1	-1	1	-0.1	0	-3	0	10
-8	-3	1	COc1cc(CNC(=O)CCn2nc(C)c3c(C)n(-c4ccccc4)nc3c2=O)cc(OC)c1OC	5	4	0.4	-1	10	-1	20
3	2	0	Cc1cccc(OCC(=O)N2CCc3ccccc3C2)c1C	4	3	-0.7	1	-1	0	-1
-7	-3	0	COc1ccc(CN(Cc2nc3ccccc3c(=O)[nH]2)C(=O)C(C)(C)C)cc1	4	5	-0.6	-2	1	-1	0
2	1	-7	Cc1ccccc1NS(=O)(=O)c1ccc(C(=O)NCC(c2ccccc2)N(C)C)cc1 (centres undefined)	0	2	0.2	-1	-1	-1	4
-1	-4	1	O=[N+]([O-])c1cccc(N/N=C/c2cccc3ccccc23)c1	-1	-9	-0.1	3	0	1	-11
-2	4	1	O=C(COC(=O)C1=COCCO1)Nc1c(F)cccc1F	11	-3	0.7	0	-4	-1	-6

Profiles from above. Order of values: Tn7 DDE FP, LEDGF integ inh, MBD2 DNA inh, TCR CD3 inh, DDE Tn6 FP inh, KLK7 zymogen act, PRMT1 FP inh, SIAE inh, UHRF1 MBD2 ctr, TDP2 absorb
Cc1ccccc1NS(=O)(=O)c1ccc(C(=O)NCC(c2ccccc2)N(C)C)cc1 (centres undefined) is listed as 2, 1, -7, 0, 2, 0.2, -1, -1, -1, 4
O=C(CNc1ccccc1)Nc1cccc2ccccc12 is listed as 6, 5, -10, -4, -9, -0.5, -2, -6, -8, -3

Screening results deposited in PubChem by The Scripps Research Institute Molecular Screening Center.
